SRC3 inh = human NCOA3 inhibition. Q9Y6Q9. HEK293 GAL4-SRC3 luciferase reporter, luminescence. inhibition, % at 3.6 µM. 360,000 tested, 0.17% active. AID 588352;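 active = inhibition above a per-campaign cutoff, the mean of all compounds plus 3 SD, cut at about 60% in these data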;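 also: 0% = DMSO-treated cells and 100% = gossypol-treated cells at 36 µM; higher means less SRC3-driven luciferase light from the GAL4 reporter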
Target sequence (Q9Y6Q9 whole entry, looked up, the tested form may be a part): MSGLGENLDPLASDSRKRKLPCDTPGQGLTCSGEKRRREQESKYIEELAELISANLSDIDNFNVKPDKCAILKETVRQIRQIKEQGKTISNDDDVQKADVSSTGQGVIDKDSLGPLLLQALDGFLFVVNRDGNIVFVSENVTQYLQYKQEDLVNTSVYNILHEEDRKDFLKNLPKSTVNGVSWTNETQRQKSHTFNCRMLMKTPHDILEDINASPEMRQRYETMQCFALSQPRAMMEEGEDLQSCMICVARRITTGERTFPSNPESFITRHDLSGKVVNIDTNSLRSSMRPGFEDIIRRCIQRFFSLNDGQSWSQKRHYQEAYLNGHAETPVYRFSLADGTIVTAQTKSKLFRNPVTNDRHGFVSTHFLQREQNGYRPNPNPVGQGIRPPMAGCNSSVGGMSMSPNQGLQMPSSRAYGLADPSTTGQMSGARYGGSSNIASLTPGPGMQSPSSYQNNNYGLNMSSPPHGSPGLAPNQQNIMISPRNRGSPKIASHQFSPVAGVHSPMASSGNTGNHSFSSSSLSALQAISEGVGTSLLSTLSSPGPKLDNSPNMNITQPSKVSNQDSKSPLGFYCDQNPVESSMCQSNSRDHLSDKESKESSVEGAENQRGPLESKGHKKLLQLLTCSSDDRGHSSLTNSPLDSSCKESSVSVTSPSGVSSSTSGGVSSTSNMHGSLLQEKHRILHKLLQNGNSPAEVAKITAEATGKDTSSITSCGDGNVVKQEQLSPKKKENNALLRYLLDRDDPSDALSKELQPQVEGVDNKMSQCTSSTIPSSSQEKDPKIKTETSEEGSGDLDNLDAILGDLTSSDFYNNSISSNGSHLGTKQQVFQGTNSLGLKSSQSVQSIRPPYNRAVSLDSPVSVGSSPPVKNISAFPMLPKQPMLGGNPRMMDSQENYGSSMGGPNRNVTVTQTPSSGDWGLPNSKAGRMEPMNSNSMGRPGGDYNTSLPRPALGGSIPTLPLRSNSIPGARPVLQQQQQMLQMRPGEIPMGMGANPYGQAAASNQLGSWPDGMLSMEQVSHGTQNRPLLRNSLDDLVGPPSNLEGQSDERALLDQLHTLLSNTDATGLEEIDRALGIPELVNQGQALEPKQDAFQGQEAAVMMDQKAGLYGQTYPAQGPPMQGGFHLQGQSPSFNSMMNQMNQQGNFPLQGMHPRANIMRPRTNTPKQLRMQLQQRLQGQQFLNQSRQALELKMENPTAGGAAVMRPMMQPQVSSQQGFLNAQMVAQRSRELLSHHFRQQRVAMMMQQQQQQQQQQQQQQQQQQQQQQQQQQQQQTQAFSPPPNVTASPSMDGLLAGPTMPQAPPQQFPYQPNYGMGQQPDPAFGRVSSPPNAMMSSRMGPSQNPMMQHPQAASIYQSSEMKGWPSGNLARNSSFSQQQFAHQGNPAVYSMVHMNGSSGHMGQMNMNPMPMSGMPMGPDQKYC
TLR9-MyD88 inh = blocks human TLR9 binding to MyD88 | 340,000 tested, 0.21% active | inhibition, % at 4.98 µM | CHO BLA complementation TLR9-MyD88, CCF4 FRET ratio;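 active = inhibition above the mean over all tested compounds plus 3 SD, cut at about 21% in these data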;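 also: 0% = DMSO only wells and 100% = clavulanate BLA inhibitor control wells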
SRC2 inh = inhibits human steroid receptor coactivator 2; HEK293 GAL4-SRC2 luciferase reporter, luminescence; 370,000 tested, 0.17% active; Q15596; inhibition, % at 9 µM;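 active = inhibition above the mean inhibition of all tested compounds plus 3 SD, set per campaign, cut at about 52% in these data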;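 also: 0% = DMSO treated cells and 100% = cells given Gossypol at 36 µM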
Vif imaging = blocks HIV Vif function | 340,000 tested, 0.35% active | HEK293T cells, Vif self-association by quenched fluorescence, imaging, 24 h | AID 602346 | inhibition, % at 7.49 µM; in the data active = inhibition above about 50%, passing the limit was not always enough; also: some results filed as inactive read as strong as hits
LRH-1 inv ag = inverse agonists of human LRH-1 (NR5A2); HEK293T StAR-luciferase reporter, LRH-1 transfected, 24 h; O00482; inhibition, % at 3.6 µM; 360,000 tested, 0.13% active; AID 602396;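 active = inhibition above the mean inhibition of all tested compounds plus 3 SD, cut at about 73% in these data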;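 also: 0% = DMSO wells and 100% = reporter-only cells lacking LRH-1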
LMP1 NFkB inh = reduces LMP1-driven NF-kappaB luciferase signal. LMP1-induced NF-kappaB luciferase reporter cells, luminescence. 350,000 tested, 0.69% active. inhibition, % at 12.5 µM; in the data active = inhibition above about 41%;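 also: 0% = neutral control wells and 100% = reference inhibitor control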
TRAIL sens C8 = sensitizes caspase-8 expressing cells to TRAIL; NB7+C8 cells + TRAIL, ATPlite viability luminescence; inhibition (viability loss, TRAIL sensitization), % at 10 µM; 360,000 tested, 1% active; AID 624354;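 active = compounds causing at least 50% loss of cell viability in the single-dose screen, relative to plate controls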
COUP-TFII inh = blocks human COUP-TFII nuclear receptor | 370,000 tested, 0.7% active | HEK293T NGFI-A luciferase reporter, luminescence | P24468 | inhibition, % at 8.6 µM;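 active = inhibition above a per-plate cutoff, mean inhibition of test wells between control levels plus 3 SD, cut at about 38% in these data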;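 also: cells cotransfected with COUP-TFII expression vector driving the NGFI-A reporter; 0% = median of COUP-TF2 test wells and 100% = reporter-only cells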
NOD2 RIPK2 PPI = inhibitors of human NOD2-RIPK2 interaction | CHO BLA complementation NOD2-RIPK2, CCF4 ratio | inhibition, % at 4.98 µM | 360,000 tested, 0.38% active | AID 624267 | O43353; in the data active = inhibition above about 21%;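 also: 0% = vehicle only and 100% = reference blocker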
TROY NFkB inh = inhibitors of TROY-dependent NF-kB signaling; Q293 LMP1-TROYcd NF-kB luciferase reporter, 4 h; inhibition, % at 10 µM; 360,000 tested, 0.98% active; AID 1347056;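 active = compounds whose plate-normalised and pattern-corrected inhibition of the luciferase reporter signal at the single screening dose is 50% or more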
SRC1 inh = inhibits human SRC1 coactivator; inhibition, % at 3.6 µM; Q15788; HEK293 GAL4-SRC1 luciferase reporter, luminescence; 360,000 tested, 0.12% active;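 active = inhibition above the campaign mean plus 3 SD, with each screening campaign given its own cutoff, cut at about 60% in these data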;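 also: 0% = DMSO treated cells and 100% = gossypol at 36 µM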
Active calls of the source: *; · = not tested or not shown.

SMILES	SRC3 inh	TLR9-MyD88 inh	SRC2 inh	Vif imaging	LRH-1 inv ag	LMP1 NFkB inh	TRAIL sens C8	COUP-TFII inh	NOD2 RIPK2 PPI	TROY NFkB inh	SRC1 inh
NC(=O)C1=C[C@@H](c2ccccc2)C[C@@H](OCc2ccc(CO)cc2)O1	-5.1	6.7	-0.1	16.2	-3.7	-3.1	-6.4	-3.8	0.5	19.6	0.6
CCOC(=O)C1CCN(C(=O)CNC(=O)Cn2c(C)cc3ccccc3c2=O)CC1	-2.8	-2.0	18.9	-12.6	-4.7	-0.1	-3.1	13.7	5.2	5.9	2.0
Cc1nnc(SCC(=O)NC2CC2)s1	10.3	-4.1	-20.3	6.0	-4.4	-17.8	-9.4	-9.6	0.6	-11.6	-24.2
CCCCC(CC)Cn1c(N)c(C#N)c2nc3ccccc3nc21 (stereo not drawn)	9.5	-12.4	9.8	1.2	-0.1	4.2	-4.6	8.4	-1.0	11.6	3.3
CC(N1CCOC1=O)S(=O)(=O)c1ccccc1 (stereo not drawn)	-26.9	-0.5	-17.7	-3.1	-3.7	-1.8	-5.7	6.0	5.4	-2.9	-6.7
O=S1(=O)CCS(=O)(=O)C1c1ccccc1	8.1	-8.6	42.5	-8.4	0.7	6.1	18.7	22.7	-10.9	-9.9	10.3
COc1ccc(N2CCN(C(=O)Nc3cccc(C(F)(F)F)c3)CC2)cc1	20.6	-1.1	3.7	-10.4	-9.7	2.9	-6.4	-2.6	3.3	-23.2	-14.7
Cc1c(C)n(C)c2ccc(C(=O)N3CCN(c4ccccc4)CC3)cc12	-14.9	-6.5	-55.4	1.7	-9.9	5.2	13.0	1.5	5.8	-8.9	-7.2
CC1CCC2(CC1)NC(=O)N(NC(=O)c1cccc(N(C)C)c1)C2=O (stereo not drawn)	-9.3	7.6	2.2	17.7	3.7	-3.6	5.4	6.8	-14.6	10.3	-16.9
Cc1cc(NC(=O)CCCC(=O)N(CC(=O)NC2CCCCC2)c2ccccc2)no1	-17.3	-7.4	-4.1	·	-5.1	2.3	-13.2	10.8	4.2	-12.1	-21.4
CCOc1ncccc1C(=O)N=c1sccn1C	1.7	-6.3	14.5	-3.4	-1.9	0.6	10.4	4.3	-9.4	3.5	-23.2
CCOCCCNCc1cc(Br)ccc1OCc1ccccc1	14.3	-5.4	-5.8	0.9	5.4	-6.0	8.2	10.2	-3.2	4.3	6.3
CC(=O)OCC(=O)Nc1c(C)cc(C)cc1C	13.0	2.2	-24.8	7.0	17.6	-9.0	-0.7	-8.6	-13.7	9.0	1.8
Cc1cccn2cc(CSc3ccccc3N)nc12	-77.9	-5.5	-48.4	3.3	-134.5	-3.3	11.7	-53.2	-2.1	-41.1	-98.4
COc1ccc(CCNC(=O)Cc2cccc(C(F)(F)F)c2)cc1OC	2.9	15.4	-8.4	1.8	5.9	-0.8	-3.8	19.3	11.0	-10.4	-12.3

Exported with each value named: entries from further up.
compound: CC1CCC2(CC1)NC(=O)N(NC(=O)c1cccc(N(C)C)c1)C2=O (stereo not drawn)
  SRC3 inh = -9.3 | TLR9-MyD88 inh = 7.6 | SRC2 inh = 2.2 | Vif imaging = 17.7 | LRH-1 inv ag = 3.7 | LMP1 NFkB inh = -3.6 | TRAIL sens C8 = 5.4 | COUP-TFII inh = 6.8 | NOD2 RIPK2 PPI = -14.6 | TROY NFkB inh = 10.3 | SRC1 inh = -16.9
compound: CC(N1CCOC1=O)S(=O)(=O)c1ccccc1 (stereo not drawn)
  SRC3 inh = -26.9 | TLR9-MyD88 inh = -0.5 | SRC2 inh = -17.7 | Vif imaging = -3.1 | LRH-1 inv ag = -3.7 | LMP1 NFkB inh = -1.8 | TRAIL sens C8 = -5.7 | COUP-TFII inh = 6.0 | NOD2 RIPK2 PPI = 5.4 | TROY NFkB inh = -2.9 | SRC1 inh = -6.7
compound: CCCCC(CC)Cn1c(N)c(C#N)c2nc3ccccc3nc21 (stereo not drawn)
  SRC3 inh = 9.5 | TLR9-MyD88 inh = -12.4 | SRC2 inh = 9.8 | Vif imaging = 1.2 | LRH-1 inv ag = -0.1 | LMP1 NFkB inh = 4.2 | TRAIL sens C8 = -4.6 | COUP-TFII inh = 8.4 | NOD2 RIPK2 PPI = -1.0 | TROY NFkB inh = 11.6 | SRC1 inh = 3.3

Carrying on.
SMILES	SRC3 inh	TLR9-MyD88 inh	SRC2 inh	Vif imaging	LRH-1 inv ag	LMP1 NFkB inh	TRAIL sens C8	COUP-TFII inh	NOD2 RIPK2 PPI	TROY NFkB inh	SRC1 inh
CN=C(Nc1ccc(Cl)cc1)c1ccc(C(F)(F)F)cc1	-23.1	8.3	-7.6	12.6	-54.9	-2.5	14.3	-14.9	1.6	-110.5	-25.4
O=C1CCCC(=O)C1C(=O)C1CCN(S(=O)(=O)c2ccccc2)CC1	12.7	-4.2	-0.2	2.5	-3.4	-20.2	4.4	-0.5	0.5	9.5	-2.8
O=C(COC(=O)c1ccc([N+](=O)[O-])o1)NCCc1ccccc1	-7.6	-1.7	8.3	6.7	0.0	-7.3	10.1	-11.8	11.1	1.1	0.9
Cc1nc2scc(C)n2c(=O)c1S(=O)(=O)Nc1ccc(F)cc1	-2.5	1.0	-2.5	32.5	6.4	2.0	15.4	-5.3	-8.2	-8.6	0.1
CN(Cc1c(C(=O)N/N=C/c2ccccc2)nnn1-c1nonc1N)c1ccccc1	-19.4	6.3	7.1	-21.4	7.9	-4.1	-14.1	13.3	2.0	14.5	-33.2
Cc1csc(SCC(=O)NCc2cccs2)n1	-39.0	5.8	-9.8	0.1	-13.1	-23.7	-0.2	11.6	-5.4	-11.8	10.2
CCOC(=O)C1CCCN(C2CC(=O)N(c3ccc(C(C)C)cc3)C2=O)C1 (stereo not drawn)	-0.7	3.6	-2.3	-1.9	3.4	-6.6	-11.7	11.4	-0.3	-8.3	17.4
Cc1ccccc1Cn1c(=O)n(C)c(=O)c2sccc21	0.8	-11.0	-10.7	-2.7	8.7	11.8	0.7	7.7	3.4	-6.2	21.2
O=[N+]([O-])c1cccc(S(=O)(=O)NCCc2cccs2)c1	0.0	-2.5	13.5	10.1	2.3	-1.9	-19.5	3.3	-8.2	3.5	-3.7
CCCCn1nnnc1C(c1cc2ccccc2o1)N1CCN(c2ncccc2C#N)CC1 (stereo not drawn)	·	·	-24.9	·	9.7	·	10.0	6.7	6.5	13.8	·
C/C(=N\Nc1cc(N2CCOCC2)nc(C)n1)c1ccc(F)cc1	-12.8	-5.5	-37.3	0.8	5.1	-15.4	11.2	-4.5	-0.2	-5.6	10.3
CC(C)CNC(=O)[C@@H]1CSC2c3ccccc3C(=O)N21 (stereo partly drawn)	9.6	-12.2	-14.2	2.3	15.9	-1.9	-11.7	-0.7	-13.6	16.7	-2.6
Cc1ccc(SCCSc2nc(C)cc(=O)[nH]2)cc1	-77.9	-8.3	-72.0	-4.8	-81.5	7.3	10.2	-18.0	1.1	-30.2	-78.5
Cc1ccc(C)c(N2CCN(C(=O)c3cc(S(=O)(=O)N4CCCC4)cn3C)CC2)c1	12.4	-5.8	-19.0	-7.3	1.7	1.9	-5.2	-10.5	4.7	3.3	-11.1
CC1=C(C(=O)N(C)C)CC(CC(=O)NCCN2CCOCC2)C(=O)N1Cc1ccc(C(C)(C)C)cc1 (stereo not drawn)	5.9	4.0	-6.3	0.6	-0.7	-3.0	-22.4	-5.5	-6.7	7.0	7.1

Four entries drawn at random from the list so far, as already listed:
SMILES	SRC3 inh	TLR9-MyD88 inh	SRC2 inh	Vif imaging	LRH-1 inv ag	LMP1 NFkB inh	TRAIL sens C8	COUP-TFII inh	NOD2 RIPK2 PPI	TROY NFkB inh	SRC1 inh
CCCCn1nnnc1C(c1cc2ccccc2o1)N1CCN(c2ncccc2C#N)CC1 (stereo not drawn)	·	·	-24.9	·	9.7	·	10.0	6.7	6.5	13.8	·
CN(Cc1c(C(=O)N/N=C/c2ccccc2)nnn1-c1nonc1N)c1ccccc1	-19.4	6.3	7.1	-21.4	7.9	-4.1	-14.1	13.3	2.0	14.5	-33.2
O=C(COC(=O)c1ccc([N+](=O)[O-])o1)NCCc1ccccc1	-7.6	-1.7	8.3	6.7	0.0	-7.3	10.1	-11.8	11.1	1.1	0.9
Cc1ccc(SCCSc2nc(C)cc(=O)[nH]2)cc1	-77.9	-8.3	-72.0	-4.8	-81.5	7.3	10.2	-18.0	1.1	-30.2	-78.5

The list goes on:
SMILES	SRC3 inh	TLR9-MyD88 inh	SRC2 inh	Vif imaging	LRH-1 inv ag	LMP1 NFkB inh	TRAIL sens C8	COUP-TFII inh	NOD2 RIPK2 PPI	TROY NFkB inh	SRC1 inh
CCOC(=O)c1c(NC(=S)Nc2ccc(F)cc2)sc2c1CCC2	3.4	-13.3	-6.1	-13.8	-18.5	-3.8	25.7	0.7	-1.0	-15.6	-2.8
O=C1OCC(Cn2c3ccccc3c3ccccc32)O1 (stereo not drawn)	9.9	-5.1	-22.3	-5.6	-3.4	5.5	13.6	-21.4	-1.1	7.1	-9.8
Cc1c(Cl)cccc1NC(=S)N1CCN(c2ncccn2)CC1	8.3	-3.9	-18.1	-19.1	9.5	-7.1	-0.3	-4.0	-9.9	-0.8	3.9
COc1cccc(-c2csc(NNC(=O)c3cccs3)n2)c1	-1.1	·	17.2	8.4	-9.1	-3.4	-9.3	19.1	-11.8	-31.5	-13.8
C/C(CC(=O)Nc1ccc2ccccc2c1)=N\NC(=O)c1ccc(O)c(O)c1	-36.0	1.9	-10.9	17.2	-3.8	-11.8	13.4	-24.9	-7.8	-7.0	-2.4
Cc1ccc(S(=O)(=O)N2CCN(C(=O)c3ccccc3)C2C(C)C)cc1 (stereo not drawn)	-6.5	-6.3	-8.9	-6.3	19.0	-5.5	2.7	8.9	3.8	6.9	14.7
Cc1ccc(CNC(=O)[C@H](Cc2ccccc2)NC(=O)c2ccco2)cc1	17.3	-6.5	6.5	12.1	17.5	3.2	2.1	-2.0	-8.5	4.5	7.4
CC1=C(C(=O)Nc2ccccc2)C2(CCCCC2)C(C#N)=C(S)N1	-12.4	0.4	-17.0	16.2	10.6	-1.8	-2.3	-4.6	-9.0	-3.1	-21.0
CCN(CC)C(=O)C1=C(C)N(Cc2ccc(OC)cc2)C(=O)C(CC(=O)NCCN2CCOCC2)C1 (stereo not drawn)	4.2	1.4	11.5	8.7	0.0	-0.8	-0.4	-8.9	-4.5	-13.2	-4.1
O=c1cc(O)c2ccccc2n1Cc1ccccc1	13.7	-2.4	-15.4	-2.0	7.7	-15.7	4.0	1.9	6.2	-11.9	-28.6
Cn1cc([C@@H]2C[C@H]3CN(Cc4cccc(Cl)c4)C(=O)[C@]34CCCN24)c2ccccc21	0.9	-0.8	22.2	0.6	6.1	-1.6	-3.9	18.2	-4.5	-4.6	-15.2
C=CCn1c(CSCc2ccc(F)cc2)n[nH]c1=S	-34.3	-2.5	-13.7	-0.4	8.0	13.0	-5.8	5.2	4.4	-12.9	-31.0
O=C(NNC(=O)c1cc2ccccc2o1)c1ccncc1	-7.9	6.0	6.4	0.8	-16.5	1.0	-12.4	-2.5	-5.4	-14.7	0.9
COC(=O)c1ccccc1CSc1nsc(C)c1C#N	12.9	1.7	10.2	-3.6	13.4	2.9	-1.2	3.2	-9.9	14.8	-8.9

These rows are one share of the data (hit frequency here may not be typical).
